12-LOX inh: ALOX12 (human) lipoxygenase inhibition | AID 1671190 | Potency, µM (top dose mostly 108 µM), inactives show top-dose activity change, negative = inhibition, usual class: inhibitors | 580,000 tested, 1.1% active | P18054 | purified 12hLO, xylenol orange hydroperoxide absorbance; further: potency means the concentration at half of the fitted maximal effect; on the % scale 0 is the no-effect control and ±100 the full control effect
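Hydroperoxide product was detected by ferrous iron/xylenol orange as the 573 to 405 nm absorbance ratio. Arachidonic acid at 40 uM (final) was turned over for 30 min at room temperature by 150 nM human 12hLO, pH 7.0 Hepes buffer, after 15 min compound preincubation.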
APE1 inh: blocks human APE1 abasic DNA cleavage | P27695 | recombinant APE1, TAMRA/BHQ-2 abasic DNA cleavage fluorescence | Potency, µM (highest dose often 65.8 µM), for the others: at the highest dose activity change, negative = inhibition, most hits filed as inhibitors | 350,000 tested, 0.35% active;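 further: potency means the concentration at half of the fitted maximal effect; plate controls were vehicle for no effect and reference inhibitor for full effect; nearly all actives have a fitted effect of over 55% in size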
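Enzyme (0.75 nM final) and test compound are incubated 15 min at room temperature before adding 50 nM quenched THF abasic-site duplex. Cleavage dequenches TAMRA, followed at 525/598 nm over three reads one minute apart.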
Pol beta inh: blocks human DNA polymerase beta activity | P06746 | Pol beta primer extension/strand displacement, fluorescence kinetic | Potency, µM (titrated, usually from 114 µM), for inactives: at the top dose activity change, negative = inhibition, usual class: inhibitors | 340,000 tested, 1.3% active; further: potency means the concentration at half of the fitted maximal effect; on the % scale 0 is the no-effect control and ±100 the full control effect
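Homogeneous kinetic assay of primer extension and strand displacement by 10 nM Pol beta, preincubated 15 min at room temperature with compound before 50 nM substrate (final) was added. Read at 0 and 10 min; four-parameter Hill fit.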
Anesthetic bind: binds horse apoferritin like a general anesthetic; AID 485281; 350,000 tested, 0.074% active; P02791; Potency, µM (titrated, usually from 77.5 µM), inactives show at the highest dose activity change, negative = displacement, most hits filed as inhibitors; apoferritin/1-aminoanthracene competitive binding, fluorescence; further: potency means the concentration at half of the fitted maximal effect; on the % scale 0 is the no-effect control and ±100 the full control effect; nearly all actives have a fitted effect of over 20% in size
Target sequence (P02791 2-175 limits assumed): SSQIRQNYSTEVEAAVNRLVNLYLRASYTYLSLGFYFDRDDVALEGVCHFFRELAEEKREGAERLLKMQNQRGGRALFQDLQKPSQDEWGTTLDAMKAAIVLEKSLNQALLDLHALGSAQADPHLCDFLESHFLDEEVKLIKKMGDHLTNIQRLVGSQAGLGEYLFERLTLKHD
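Steps: apoferritin (10 uM) was premixed with half-saturated 1-AMA in PBS, compounds were pin-transferred, plates stood 10 min at room temperature, fluorescence was read at 380/535 nm, and curves were fitted with a Hill equation.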
ERG Ets-DNA blk: ERG Ets/DNA interaction inhibition. P11308. fluorescence polarization, His-ERG Ets domain / labelled DNA. Potency, µM (highest dose often 76.9 µM), for inactives: top-dose FP activity, negative = inhibition, hits mostly inhibitors. 370,000 tested, 0.028% active. AID 624246; active means well fitted inhibition curve with a large enough effect in the polarisation, with a control signal flat; inconclusive means small, poorly fitted or top-dose-only effect, or effect the other way, or a change in a side signal; inactive means no such curve, though single readings can be large or run the other way; the % refers to the polarisation;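 further: polarization taken with two DNA probes labelled with fluorescein and Texas red; potency means the concentration at half of the fitted maximal effect; % of control where 0% means no effect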
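His-tagged ERG Ets domain (1 uM in the protein solution; 300mM KCl, 50mM Tris-HCl, 1mM EDTA, 1mM DTT, pH 7.5) received compound, then a probe mix of 5 nM fluorescein-DNA and 100nM Texas-615-DNA. Fluorescence polarization was read for both dyes.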
TRHR ag: TRH receptor (human) agonism | P34981 | 360,000 tested, 0.18% active | AID 493084 | TRHR cells, calcium flux fluo-8, FDSS agonist mode | activation, % at 2 µM; in the data active means activation above about 30%; further: 0% is about no effect
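TRHR-expressing cells loaded with fluo-8 calcium dye; 23 nL library compound pin-transferred, kinetic FDSS fluorescence (Ex 480/Em 530) recorded about 180 s for agonist-induced calcium release, before a 10 nM TRH EC20 addition for potentiator mode.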
Pol iota inh: blocks human DNA polymerase iota activity | AID 588590 | 390,000 tested, 1% active | Potency, µM (top dose mostly 115 µM), for the others: top-dose activity, negative = inhibition, most hits filed as inhibitors | Pol iota fluorescent replication assay, 10 min; further: potency means the concentration at half of the fitted maximal effect
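Pol iota at 10 nM preincubated 15 min with compounds at room temperature; reaction started with fluorescent substrate, 50 nM final. Fluorescence read kinetically at 0 and 10 min; buffer-only wells as negative control.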
BLM inh: inhibitors of human Bloom syndrome helicase BLM; P54132; recombinant BLM DNA unwinding, fluorescence dequenching; Potency, µM (titrated, usually from 56.1 µM), inactives show at the highest dose activity change, negative = inhibition, actives largely listed as inhibitors; 350,000 tested, 0.2% active;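 further: potency means the concentration at half of the fitted maximal effect; plate controls were vehicle for no effect and no enzyme for full effect; nearly all actives have a fitted effect of over 35% in size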
POLK inh: blocks human DNA polymerase kappa activity; purified Pol kappa, fluorescent DNA synthesis assay, 10 min; Q9UBT6; Potency, µM (doses to about 107 µM), for inactives: at the highest dose activity, negative = inhibition, actives largely listed as inhibitors; 400,000 tested, 0.53% active; AID 588579; further: potency means the concentration at half of the fitted maximal effect; on the % scale 0 is the no-effect control and ±100 the full control effect
Target sequence (Q9UBT6 whole entry, looked up): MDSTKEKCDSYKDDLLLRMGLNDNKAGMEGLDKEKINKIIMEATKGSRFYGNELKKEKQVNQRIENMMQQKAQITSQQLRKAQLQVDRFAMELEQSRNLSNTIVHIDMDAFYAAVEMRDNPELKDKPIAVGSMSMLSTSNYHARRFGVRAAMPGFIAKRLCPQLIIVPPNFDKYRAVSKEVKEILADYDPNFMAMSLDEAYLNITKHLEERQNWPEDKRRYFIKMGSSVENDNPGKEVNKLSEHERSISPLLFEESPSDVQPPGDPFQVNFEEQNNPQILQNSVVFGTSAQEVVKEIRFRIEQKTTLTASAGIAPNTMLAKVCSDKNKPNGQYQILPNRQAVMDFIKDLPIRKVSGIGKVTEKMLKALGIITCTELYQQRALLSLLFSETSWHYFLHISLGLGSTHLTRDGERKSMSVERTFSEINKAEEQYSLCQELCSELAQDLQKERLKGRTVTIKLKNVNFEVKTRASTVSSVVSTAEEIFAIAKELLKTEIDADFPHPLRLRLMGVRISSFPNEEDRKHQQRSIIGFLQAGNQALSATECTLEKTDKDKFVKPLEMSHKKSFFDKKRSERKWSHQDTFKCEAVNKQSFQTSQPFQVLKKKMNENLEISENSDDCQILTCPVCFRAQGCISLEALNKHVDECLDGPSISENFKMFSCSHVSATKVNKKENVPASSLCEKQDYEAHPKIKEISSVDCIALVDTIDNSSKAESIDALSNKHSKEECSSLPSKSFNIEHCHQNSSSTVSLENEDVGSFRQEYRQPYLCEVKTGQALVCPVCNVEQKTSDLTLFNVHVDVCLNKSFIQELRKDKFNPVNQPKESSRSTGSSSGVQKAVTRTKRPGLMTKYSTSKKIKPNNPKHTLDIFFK
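10 nM Pol kappa preincubated 15 min at room temperature with compounds, then reaction started with substrate at 50 nM final. Fluorescence read kinetically at 0 and 10 min; buffer-only wells served as negative control.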
Active calls of the source: *; u = inconclusive; x = not tested or not shown; & = joins results of further samples; [ ] = another dose, or the depositor's remark. Unless noted, the call rests on the fitted dose curve; in most records, active means well fitted curve in the direction sought with a large enough effect; inconclusive means small, poorly fitted or top-dose-only effect, or another doubt; inactive means no such curve, though single readings can be large; an effect the other way counts as inactive or inconclusive. A portion of the library; count on the stated rates, not on these rows.

SMILES	12-LOX inh	APE1 inh	Pol beta inh	Anesthetic bind	ERG Ets-DNA blk	TRHR ag	Pol iota inh	BLM inh	POLK inh
Cc1ccc(-n2c(C)nc3cc(Cl)ccc3c2=O)nc1	-4%	3%	0%	6%	7%	0.8	4%	3%	-13%
Oc1ccc2c3c1O[C@H]1c4oc5ccccc5c4C[C@@]4(O)[C@@H](C2)N(CC2CC2)CC[C@]314	0%	-3%	-2%	-10%	24%	0.5	-6%	-1%	-18%
CC1(C)C(O)CC(O)[C@]2(C)C1CC(=O)[C@]1(C)C2CC[C@@]2(C)C(c3ccoc3)OC(=O)C3OC321 (stereo partly specified)	x	u	x	-13%	x	x	x	-12%	-6%[60.1 µM]
O=C1CC(=O)N(Cc2ccccc2)C(=O)N1Cc1ccccc1	u	x	x	x	16%	x	-17%	x	-25%
COc1ccc(CCNCc2cccn2C)cc1	u	19%	15%	4%	3%	0.7	31%[activator]	0%	4%
CCC(CC)c1nnc(NC(=O)CC(C)c2ccccc2)s1 (stereo unspecified)	0%	8%	123%	-14%	-8%	2.2	41%[activator]	-5%	-2%
CCCCn1c(O)c(C(C)=NCc2cc(OC)cc(OC)c2)c(=O)[nH]c1=O	-10%	11%	21%	-24%	7%	-0.6	6%	-17%	-3%
Cc1ccc2c(c1)CC1(CN2C)C(=O)NC(=O)N(c2cccc(C)c2C)C1=O (stereo unspecified)	u	-2%	90%	-24%	3%	2.4	-4%	0%	-17%
Clc1cc(I)cc(Cl)c1NC1=NCCN1	-26%	-1%	4%[57.1 µM]	x	4%	x	1%[58.9 µM]	x	7%[60.1 µM]
CCOC(=O)C1CCN(C(C)C(=O)c2c[nH]c3ccccc23)CC1 (stereo unspecified)	x	-12%	19%	-9%	4%	1.1	14%	-10%	-7%
COc1ccccc1N1C(=O)NC(=O)C(CCc2ccncc2)(CCc2ccncc2)C1=O	-9%	-3%	0%	-15%	x	0.6	u	-2%	-6%
O=c1[nH]c(=S)n(C2CCCCC2)c(O)c1/C=N/N1CCOCC1	u	-5%	u	2%	10%	-0.3	19%	-1%	-7%
CSc1ccc(/C=C/c2nc3ccccc3c(=O)n2-c2cccc(Cl)c2C)cc1	-7%	x	-17%	-17%	-4%	0.3	9%	-4%	2%[60.1 µM]
c1ccc2sc(SNC3CCCCC3)nc2c1	28µM*	14%	x	-20%	x	x	x	3%	-5%[60.1 µM]
CCOP(=O)(OCC)C(Cc1ccccc1)NC(C)=O (stereo unspecified)	u	-1%	11%	1%	11%	0.0	19%	-2%	9%
O=[N+]([O-])c1cccc2c([As](=O)(O)O)cccc12	u	1%	2%	0%	2%	0.9	35%[activator]	-3%	-15%
O=C(N/N=C/C1C(=O)NC(=S)N(c2ccccc2)C1=O)c1cc(Br)c(O)c(Br)c1 (stereo unspecified)	u	-4%	u	-13%	-2%	-0.2	u	1%	u
Cc1ccc(NC(=O)c2ncn(CCCNCCN3CCOCC3)n2)cc1C	-10%	x	x	x	11%	x	6%	x	-11%
c1ccc(CN2CCN(Cc3ccc4ccccc4c3)CC2)cc1	-38%	12%	1%	-12%	11%	-1.0	107%[activator]	-6%	-8%
CCC(CO)NC(=O)C1C=C2c3cccc4[nH]cc(c34)CC2N(C)C1 (stereo unspecified)	-19%	1%&9%	-3%	-10%&9%	33%[activator]	0.4	47%[activator]	-15%&-13%	-7%[60.1 µM]
O=C1NC(=S)N(c2ccccc2)C(=O)/C1=C/c1ccco1	u	17µM*	10µM*	-9%	42%[activator]	1.4	1.6µM*	22µM*	2.5µM*
COc1ccccc1NP1(=O)OCC(C)([N+](=O)[O-])CO1 (stereo unspecified)	-9%	x	x	x	0%	x	10%	x	-9%
O=c1c2ccccc2nc(/C=C/c2cccc3ccccc23)n1-c1ccc(Cl)cc1	-13%	x	0%	-2%	2%	0.1	11%	-1%	-3%[60.1 µM]
ClC1C(Cl)C(Cl)C(Cl)C(Cl)C1Cl (stereo unspecified)	4%&6%&0%	-8%&33%&-7%&0%	x	-14%	0%&-1%	-0.5&-0.9	-20%&-6%	4%&0%	2%
COc1cc2c(cc1OC)CN(c1ccc([N+](=O)[O-])c(C(F)(F)F)c1)CC2	12%	24%	4%	u	-7%	0.3	1%	-7%	-20%
Cc1ccc([N+](=O)[O-])cc1	11%	35%&3%	x	x	1%	-0.3	18%	x	16%
CCCC12CN3CC(C)(CN(C1)C3c1ccccn1)C2=O (stereo unspecified)	-1%	x	3%	1%	3%	1.4	7%	2%	8%
CN1C2CCC1CC(OC(c1ccc(F)cc1)c1ccc(F)cc1)C2 (stereo unspecified)	-25%	-3%	x	-10%	x	x	x	x	5%[19.4 µM]
COC(=O)N(c1ccccc1)P(=O)(Oc1ccccc1)Oc1ccccc1	20%	-7%	56%	-3%	-6%	-0.4	127%[activator]	-5%	-7%
O=C(/C=C/c1ccccc1)NC(=S)N1C[C@H]2C[C@H](C1)c1cccc(=O)n1C2	u	18%	30%	-6%	-5%	0.1	15%	5%	-15%
Clc1ccccc1N1CCN(Cc2ccc3c(c2)OCO3)CC1	u	16%	1%	-11%	28%	-0.9	10%	-8%	-4%
CC12CCC(=O)C=C1CC(N1CC1)C1C2CCC2(C)C(O)CCC12 (stereo unspecified)	-4%	x	x	x	1%	x	10%	x	-18%
COc1cc(N2C(=O)CC(=O)NC2=O)cc(OC)c1OC	u	14%	9%	1%	-1%	1.3	91%[activator]	1%	-2%
COc1cc(OC)cc(C(=O)Nc2nc(-c3nnn(-c4ccc(C)cc4)c3C)ns2)c1	u	x	12%	1%	-9%	-0.6	u	-5%	-9%
NNC(N)=O	u	60%&0%&4%[activator]	7%[57.1 µM]	x	-20%	-0.6	u	x	-3%[60.1 µM]
COC(=O)C1=CO[C@H](C)[C@H]2CN3CC[C@@]4(C(=O)Nc5ccccc54)[C@@H]3C[C@H]12	-2%	x	x	x	0%	x	20%	x	3%
Cc1ccc(-c2ccc(=O)n(CCC(=O)N3CCC4(CC3)OCCO4)n2)cc1	-3%	21%	23%	u	6%	-2.5	7%	-2%	-7%
CCOC(=O)C1=C(N)OC2=C(C(=O)CCC2)C12C(=O)N(C)c1ccccc12 (stereo unspecified)	307%[activator]	2%	-6%	0%	-6%	0.4	15%[58.9 µM]	-1%	-16%
COc1ccccc1N1CCN(C(=O)CCC(=O)Nc2nnc(CC(C)C)s2)CC1	16%	54%[activator]	6%	4%	0%	0.0	19%	-9%	-17%
Nc1ccc2nc3c(c(Cl)c2c1)CCCC3	0%	4%	10%	7%	5%	-0.6	32%[activator]	-5%	-9%
CC1CCN2c3nc4ccccn4c(=O)c3CC3(C(=O)N(C)C(=O)N(C)C3=O)C2C1 (stereo unspecified)	0%	0%	u	1%	-1%	-0.4	1%	3%	0%
CCOc1cc2c(cc1OCC)-n1cccc1C(c1ccccc1O)NC2 (stereo unspecified)	-4%	56%[activator]	-7%	-11%	-1%	0.8	-1%	-5%	1%
Cc1cccnc1-n1c(-c2ccco2)nc2ccccc2c1=O	0%	1%	-5%	-5%	5%	0.0	17%	0%	-1%
CCOc1ccc(N2C(=O)NC(=O)/C(=C\c3ccc(N4CCCCC4)o3)C2=O)cc1	-14%	2%	4%[57.1 µM]	3%	9%	31*	31%[activator]	5%	-5%
CC(C)n1c(O)c(C=NCc2ccccc2)c(=O)[nH]c1=S	u	16%	20%	8%	3%	-0.5	u	-5%	-21%
O=C(Nc1ccc(Br)cc1C(=O)c1ccccc1Cl)c1ccc(Br)cc1	-1%	x	-1%	-6%	-1%	1.5	0%	-2%	12%
Cn1nnc(CC[N+](C)(C)C)n1	u	u	u	-3%	0%	0.0	-5%	1%	3%
COC(=O)c1c(C)oc2ccc(OC(=O)N3CCOCC3)cc12	22%	14%	3%	-6%	6%	-0.2	17%	-2%	8%
COc1ccc(C(=O)N/N=C\c2coc3ccc(C)cc3c2=O)cc1	1%	-13%	-1%	-10%	8%	-0.5	u	-2%	-5%
NC(=S)c1cn(C2OC(CO)C(O)C2O)c2ncnc(N)c12 (stereo unspecified)	-12%	2%	0%	-10%	0%	0.2	u	-1%	5%

Further results follow.
SMILES	12-LOX inh	APE1 inh	Pol beta inh	Anesthetic bind	ERG Ets-DNA blk	TRHR ag	Pol iota inh	BLM inh	POLK inh
Nc1ccc(N=Nc2ccccc2)cc1	-10%	10%	-4%	u	-5%	-0.4	3%	-3%	-5%
CC1(C)C2(Cl)C(Cl)C(Cl)C(Cl)(C(Cl)Cl)C1(Cl)C2Cl (stereo unspecified)	x	u	x	-6%	x	x	x	-9%	-6%[60.1 µM]
Cn1c(O)c(C=NCCN2CCOCC2)c(=O)[nH]c1=S	348%[activator]	-2%	-19%	3%	5%	0.2	8%	-6%	0%
COc1ccc(C(=O)CN2CCOCC2)cc1F	u	-2%	52%	-12%	-2%	0.0	1%	-5%	-12%
ClCCOCOCCCl	-11%	22%&-4%	x	x	-6%	-0.7	-17%	x	18%
O=[N+]([O-])O[C@H]1CO[C@H]2[C@@H]1OC[C@H]2O[N+](=O)[O-]	-2%	3%&4%	x	x	-5%	1.6	3%	x	-12%

Single records, as listed above:
O=C(/C=C/c1ccccc1)NC(=S)N1C[C@H]2C[C@H](C1)c1cccc(=O)n1C2 reads 12-LOX inh = u; APE1 inh = 18%; Pol beta inh = 30%; Anesthetic bind = -6%; ERG Ets-DNA blk = -5%; TRHR ag = 0.1; Pol iota inh = 15%; BLM inh = 5%; POLK inh = -15%
O=C(N/N=C/C1C(=O)NC(=S)N(c2ccccc2)C1=O)c1cc(Br)c(O)c(Br)c1 (stereo unspecified) reads 12-LOX inh = u; APE1 inh = -4%; Pol beta inh = u; Anesthetic bind = -13%; ERG Ets-DNA blk = -2%; TRHR ag = -0.2; Pol iota inh = u; BLM inh = 1%; POLK inh = u

High-throughput results as filed in PubChem.
